Source: PubChem
KCNK3 inh: human KCNK3 channel inhibition, primary screen; O14649; CHO-KCNK3 thallium flux, FluxOR fluorescence; hits give low values; B-score at 10 µM; 340,000 tested, 0.84% active;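 active = B-score under library mean minus 4 SD, starting fluorescence ratio at most library mean plus 5 SD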;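 also: more negative B-score means stronger inhibition of thallium flux through KCNK3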
ANO1 activ: activates or potentiates the mouse TMEM16A chloride channel; Q8BHY3; HEK293 TMEM16A/YFP-H148Q/I152L, iodide quench fluorescence; hits give low values; B-score at 10 µM; 340,000 tested, 0.3% active;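 active = fluorescence-ratio B-score plate-corrected deviation score at least 3 library SD below zero, with starting fluorescence score within 5 deviations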;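 also: channel opened by trigger with iodide after compound preincubation; score built on the fluorescence ratio of max minus min over baseline; more negative score means more quench and so TMEM16A activation or potentiation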
Target sequence (Q8BHY3 whole entry, looked up): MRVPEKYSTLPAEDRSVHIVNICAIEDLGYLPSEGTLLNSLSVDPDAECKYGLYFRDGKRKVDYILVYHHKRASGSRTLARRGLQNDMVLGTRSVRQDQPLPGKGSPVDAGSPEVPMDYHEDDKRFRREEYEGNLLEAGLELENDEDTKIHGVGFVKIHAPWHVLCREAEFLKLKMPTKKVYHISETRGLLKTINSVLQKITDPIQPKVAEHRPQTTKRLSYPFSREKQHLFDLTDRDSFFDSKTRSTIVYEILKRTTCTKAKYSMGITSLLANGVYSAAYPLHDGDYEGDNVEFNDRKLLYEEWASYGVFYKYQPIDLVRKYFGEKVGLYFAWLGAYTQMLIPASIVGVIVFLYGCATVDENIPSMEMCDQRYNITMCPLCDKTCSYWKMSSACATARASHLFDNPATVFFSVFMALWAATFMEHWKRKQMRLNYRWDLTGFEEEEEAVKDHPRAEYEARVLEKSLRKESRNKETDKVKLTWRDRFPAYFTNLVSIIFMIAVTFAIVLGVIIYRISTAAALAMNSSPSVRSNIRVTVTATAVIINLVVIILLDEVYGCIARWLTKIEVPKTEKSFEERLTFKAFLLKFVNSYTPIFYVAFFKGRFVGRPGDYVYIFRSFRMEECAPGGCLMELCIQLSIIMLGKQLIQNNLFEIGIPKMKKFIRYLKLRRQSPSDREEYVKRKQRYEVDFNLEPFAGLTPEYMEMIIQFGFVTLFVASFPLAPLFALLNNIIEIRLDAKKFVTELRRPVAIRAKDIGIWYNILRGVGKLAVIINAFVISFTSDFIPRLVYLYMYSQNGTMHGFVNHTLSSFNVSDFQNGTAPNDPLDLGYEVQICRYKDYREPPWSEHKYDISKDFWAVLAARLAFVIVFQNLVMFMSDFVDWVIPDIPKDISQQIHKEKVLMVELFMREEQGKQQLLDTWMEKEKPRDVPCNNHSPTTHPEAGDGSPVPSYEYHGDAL
* = called active by the depositor; i = inactive. This is a subset; count on the stated rates, not on these rows.

Results follow in this order: KCNK3 inh, ANO1 activ
- O=C(NC(Cc1ccc(O)cc1)C(=O)N=Nc1c(O)[nH]c2ccccc12)c1ccccc1 (configuration not stated)
  i, i
- COc1ccc(C(=O)NCCN2CCOCC2)cc1S(=O)(=O)Nc1ccc(C)cc1
  i, i
- N#CC1(NC(=O)COC(=O)CNC(=O)c2sc3ccccc3c2Cl)CCCCC1
  i, i
- COc1ccccc1NS(=O)(=O)c1ccc2oc(SCC(=O)N3CCNC3=O)nc2c1
  i, i
- CC(NCC(=O)Nc1ccccc1C(=O)NC1CC1)c1ccco1 (configuration not stated)
  i, i
- CCCn1nc(C(=O)NNC(=O)c2ccc(C)c(C)c2)c2ccccc2c1=O
  i, i
- Cc1ccc(S(=O)(=O)N2CCC(C(=O)OCCOc3cccc(C)c3)CC2)cc1
  i, i
- C=CCN1C(=O)c2ccc(C(=O)OCC(=O)Nc3ccccc3OC)cc2C1=O
  i, i
- COc1ccc(CCNC(=O)c2cccc(S(=O)(=O)N3CCCC3)c2)cc1
  i, i
- CC(C)c1ccc(NC(=O)COC(=O)C2CCCCC2)cc1
  i, i
- CC1(C)CC2CC(C)(CN2C(=O)COC(=O)c2ccc(O)cc2O)C1 (configuration not stated)
  i, i
- Cn1c(N)c(C(=O)COC(=O)/C=C/c2ccccc2Cl)c(=O)n(C)c1=O
  i, i
- O=C(CNC(=O)c1ccccc1Cl)NCCc1cccs1
  i, i
- O=C(NCC1CC1)c1ccc2c(c1)S(=O)(=O)c1cc(Cl)ccc1C2=O
  i, i
- COc1cc(C(C(=O)NC(C)(C)C)N(C(=O)CNC(=O)c2cccs2)c2ccc(C(C)C)cc2)cc(OC)c1OC (configuration not stated)
  i, i
- Cc1ccc(CONC(=O)c2ccccc2Cl)cc1
  i, i
- CCCCN(Cc1nc2ccccc2c(=O)[nH]1)C(=O)CN1C(=O)NC2(CCCCC2)C1=O
  i, i
- CC(=O)c1ccc(OCC(=O)OC(C)C(=O)NC2CCCCC2)cc1 (configuration not stated)
  i, i
- O=C(COC(=O)c1cccc(S(=O)(=O)N2CCOCC2)c1)NCc1ccccc1
  i, i
- O=C(O[C@@H](C(=O)O)[C@@H](OC(=O)c1ccccc1)C(=O)O)c1ccccc1
  i, i

Pulled one by one from the list above:
Results follow in this order: KCNK3 inh, ANO1 activ
- Cc1ccc(CONC(=O)c2ccccc2Cl)cc1
  i, i
- C=CCN1C(=O)c2ccc(C(=O)OCC(=O)Nc3ccccc3OC)cc2C1=O
  i, i
- CC(NCC(=O)Nc1ccccc1C(=O)NC1CC1)c1ccco1 (configuration not stated)
  i, i
- COc1ccccc1NS(=O)(=O)c1ccc2oc(SCC(=O)N3CCNC3=O)nc2c1
  i, i
- O=C(NCC1CC1)c1ccc2c(c1)S(=O)(=O)c1cc(Cl)ccc1C2=O
  i, i
- O=C(CNC(=O)c1ccccc1Cl)NCCc1cccs1
  i, i
- COc1ccc(C(=O)NCCN2CCOCC2)cc1S(=O)(=O)Nc1ccc(C)cc1
  i, i

Later entries
Results follow in this order: KCNK3 inh, ANO1 activ
- CCc1cccc2c1NC(=O)C2=O
  i, i
- CCN(Cc1nc2ccccc2c(=O)[nH]1)C(=O)c1cccc(NC(=O)c2cccs2)c1
  i, i
- Nc1n[nH]c(=S)n1/N=C1/C(=O)Nc2ccccc21
  i, i
- COc1ccc(C2NCCCC2c2ccccc2)cc1 (configuration not stated)
  i, i
- CC(=O)c1c(C)[nH]c(C(=O)OCc2cc(-c3ccco3)on2)c1C
  i, i
- CCCCn1c(N)c(N(CC(C)C)C(=O)c2c(-c3ccccc3)noc2C)c(=O)[nH]c1=O
  i, i
- COc1ccc(NC(=O)CSCC(=O)N2CCN(c3cccc(C(F)(F)F)c3)CC2)cc1
  i, i
- Cc1cc(Cn2nc(-c3ccccc3C)cc2C(=O)O)on1
  i, i
- COc1ccc(Cn2c(=O)sc3ccccc3c2=O)cc1
  i, i
- Cc1ccccc1OCCC(=O)N1CCN(S(=O)(=O)c2ccc(Br)cc2)CC1
  i, i
- Cc1ccc(CN(C)C(=O)COC(=O)CSc2cc(C)c3ccccc3n2)cc1
  i, i
- COc1ccc(C2=NN(C(=O)CSc3nnnn3C)C(c3ccco3)C2)cc1 (configuration not stated)
  i, i
- Cc1ccccc1NS(=O)(=O)c1ccc(C(=O)NCC2(N3CCOCC3)CCCCC2)cc1
  i, i
- COc1ccccc1NS(=O)(=O)c1cc(NC(=O)c2cccnc2)ccc1N1CCCCC1
  i, i
- Cn1nc(C(=O)NCc2ccc(F)cc2)cc1C(=O)NCc1ccc(F)cc1
  i, i
- CC(=O)Nc1ccc(Cl)cc1-c1ccccc1
  i, i
- Cc1ccc(S(=O)(=O)N2CCCCC2)cc1NC(=O)c1cncc(Br)c1
  i, i
- CN(CC(=O)Nc1cccc(S(=O)(=O)N2CCCC2)c1)Cc1ccccc1
  i, i
- COc1ccc2c(c1)C(=O)C1NC(=O)NC(=O)C1(Br)N2 (configuration not stated)
  i, i
- c1ccc(-c2cncnc2)nc1
  i, i

Carrying on.
mol	KCNK3 inh	ANO1 activ
O=C(CCC(=O)c1cccs1)OCC(=O)c1ccccc1F	i	i
CCOC(=O)c1c(C)[nH]c(C(=O)CN(C)CC(=O)Nc2ccccc2Cl)c1C	-11*	i
NC(=O)CSc1ccc(S(=O)(=O)N2CCOCC2)cn1	i	i
Cc1ccc(OCCCC(=O)Nc2cc(S(=O)(=O)N3CCOCC3)ccc2N2CCOCC2)cc1	i	i
Cc1ccc(CSCC(=O)Nc2cc(S(=O)(=O)N3CCOCC3)ccc2OCC(F)(F)F)cc1	i	i
CCCN1C(C)C(C(=O)OCC)=CN(Cc2ccc(Br)cc2)S1(=O)=O (configuration not stated)	i	i
Cc1noc(C)c1NC(=O)N(C)C[C@H]1Oc2ccc(NC(=O)CCC(F)(F)F)cc2C(=O)N([C@H](C)CO)C[C@@H]1C	i	i
O=C(COC(=O)Cc1ccc(F)cc1)NC(=O)NC1CCCC1	i	i
CN1[C@@H](CC(=O)c2ccccc2)CCC[C@H]1C[C@H](O)c1ccccc1	i	i
CC1CN(CC(O)c2ccc(Br)cc2)CCO1 (configuration not stated)	i	i
O=C(CN1CCN(S(=O)(=O)c2cccc(Cl)c2)CC1)N1CCCCC1	i	i
CC1(C)C(=O)Nc2ccccc2N1C(=O)COC(=O)CNS(=O)(=O)c1ccc(F)c(F)c1F	i	i
C1CN(CC2COC(CN3CCOCC3)CO2)CCO1 (configuration not stated)	i	i
Cc1ccc(C)c(C(=O)CCC(=O)NNC(=O)c2cccs2)c1	i	i
N#C/C(=C/c1ccc(-c2cccc([N+](=O)[O-])c2)o1)C(=O)Nc1nc(-c2cccs2)cs1	i	i
COc1cc(OC)c(N(C)S(=O)(=O)c2cccc(C(=O)OCC(=O)N3CCOCC3)c2)cc1Cl	i	i
O=S(=O)(Nc1ccc(-n2cnnn2)cc1)c1ccc(Cl)cc1	i	i
Cc1ccccc1-n1c(SC(C)C(=O)NCC2CCCO2)nnc1-c1ccncc1 (configuration not stated)	i	i
COc1ccc(CC(=O)NCc2nnc(SCC(=O)N3CCN(c4ccccc4)CC3)n2C)cc1	i	i
CCOC(=O)C1=CC[C@@H](c2cc3ccc(OC)cc3n2C)N(S(=O)(=O)c2ccc(C)cc2)[C@H]1C(=O)OCC	i	i
Cc1ccc(S(=O)(=O)N2CCN(C(=O)c3n[nH]c4ccccc34)CC2)cc1	i	i
CC(=O)c1c(C)[nH]c(C(=O)CN2CCN(S(=O)(=O)c3ccc(C(C)C)cc3)CC2)c1C	i	i
ClCC(CNCc1ccccc1)c1ccccc1 (configuration not stated)	i	i
CC(C)(C)OC(=O)C[C@@H]1C/C=C\C[C@H](CC(=O)NCCO)C(=O)N[C@@H](c2ccccc2)COC1=O	i	i
O=C(Nc1ccc(F)cc1F)c1ccc(S(=O)(=O)NCc2ccco2)cc1	i	i
CN(Cc1ccccc1F)C(=O)c1ccc(NC(=O)CC2SC(N3CCCCC3)=NC2=O)cc1 (configuration not stated)	i	i
Nc1ccc(S(=O)(=O)NN=CC=Cc2ccccc2[N+](=O)[O-])cc1	i	i
Cc1ccc(CNC(=O)c2ccc(N3CCC4(CC3)CC(c3cccc(Br)c3)=NO4)c(NC(=O)c3ccc(Br)cc3)c2)cc1	i	i
CCOC(=O)C1=C(COC(=O)CCCOc2ccccc2)NC(=O)NC1C (configuration not stated)	i	i
COc1ccc(NC(=O)CCCN2C(=O)CN(C)C2=O)cc1Cl	i	i
O=C(/C=C/c1ccccc1)OCC(=O)c1c[nH]c2ccccc12	i	i
O=C(COC(=O)C1COc2ccccc2O1)Nc1ccc(Cl)cc1 (configuration not stated)	i	i
COc1ccc(OC)c(NC(=O)COC(=O)COc2ccc(Nc3ccccc3)cc2)c1	i	i
Cc1ccc(C(=O)OCC(=O)NC2CCCC(C)C2C)cc1S(=O)(=O)N1CCCCC1 (configuration not stated)	i	i
CC(=O)c1ccc(OCC(=O)OCC(=O)NCc2ccco2)cc1	i	i
O=C1C(=NO)CCCc2ccccc21	i	i
N#Cc1c(N2CCN(c3ccc([N+](=O)[O-])cc3)CC2)[n+](=O)c2ccc(Cl)cc2n1[O-]	i	i
Nc1ccc(C(=O)OCC(=O)Nc2cccc(S(=O)(=O)NC3=NCCCCC3)c2)cc1[N+](=O)[O-]	i	i
Cc1cc(OCC(=O)OCC(=O)N2c3ccccc3NC(=O)C2(C)C)ccc1Cl	i	i
COc1ccc(C(C)=O)cc1CSc1ccc(S(=O)(=O)N2CCOCC2)cn1	i	i
COc1cc(C=O)ccc1Oc1ccc(S(=O)(=O)N2CCOCC2)cc1[N+](=O)[O-]	i	i
COc1ccc(NC(=O)N(C)C[C@H]2Oc3c(NC(=O)C4CC4)cccc3C(=O)N([C@H](C)CO)C[C@@H]2C)cc1	i	i
CN1C(C)(C)CC(=NO)CC1(C)C	i	i
CCOC(=O)C1=CN(Cc2cccc(Br)c2)S(=O)(=O)N(C)C1C (configuration not stated)	i	i
Cc1ccc2c(c1)c1c(n2CCc2ccc(C)nc2)CCN(C)C1	i	i
CN(C)S(=O)(=O)c1cccc(NC(=O)COC(=O)c2cccnc2Cl)c1	i	i
CC(=O)NC1C(=O)N(CCc2ccccc2)c2ccc(Br)cc21 (configuration not stated)	i	i
Cc1ccc(C)c(C(=O)COC(=O)Cn2[nH]c(=O)c3ccccc3c2=O)c1	-9.1*	i
CCCc1cc(=O)[nH]c(SCC(=O)Nc2ccc(OC)c(S(=O)(=O)N3CCCCC3)c2)n1	i	i
Cc1nn(-c2ccccc2)c(C)c1C(=O)OCC(=O)Nc1ccccc1F	i	i
COc1ccc(C2=CC(=O)C[C@H](c3ccc(OC)cc3)C2)cc1	i	i
Cc1ccc(C(=O)OCC(=O)c2c(N)n(C)c(=O)n(C)c2=O)cc1S(=O)(=O)N1CCOCC1	i	i
C[C@H]1CN([C@@H](C)CO)C(=O)c2cc(NC(=O)C3CCCCC3)ccc2O[C@H]1CN(C)CC1CCCCC1	i	i
CC1CC(C)CN(C(=O)c2cccc(NC(=O)CC3SC(N4CCCCC4)=NC3=O)c2)C1 (configuration not stated)	i	i
O=C(OCC#CCSc1nnc(-c2cccc3ccccc23)o1)c1cnc[nH]1	i	i
CC(=O)c1ccc(S(=O)(=O)NCCC(=O)NC(C)c2ccncc2)cc1 (configuration not stated)	i	i

(more compounds)
mol	KCNK3 inh	ANO1 activ
CC(C)c1ccc(/C=c2\sc3n(c2=O)C(N)=C(C#N)C(c2ccc(C(C)C)cc2)C=3C(N)=O)cc1 (configuration not stated)	i	i
Cc1ccc(S(=O)(=O)N2CCN(C(=O)COC(=O)c3cncc(Br)c3)CC2)c(C)c1	i	i
O=C(Nc1cc(S(=O)(=O)N2CCCCCC2)ccc1OCC(F)(F)F)c1cnccn1	i	i
Cc1ccc(S(=O)(=O)CCC(=O)OCc2cc(=O)oc3cc(C)ccc23)cc1	i	i
CC(NC(=O)C(Cc1ccccc1)=NO)c1ccccc1 (configuration not stated)	i	i
CCc1ccc(-c2nc(SCC(=O)c3c(N)n(C4CC4)c(=O)[nH]c3=O)n[nH]2)cc1	i	i
CN1CCN(S(=O)(=O)c2cccc(C(=O)N(C)CC(=O)Nc3ccc(Cl)c(Cl)c3)c2)CC1	i	i
COc1ccc(CC(=O)OCC(=O)NC2CCCCCC2)cc1OC	i	i
C=CCn1c(SCC(=O)N2CC(C)OC(C)C2)nnc1-c1ccncc1 (configuration not stated)	i	i
COc1cccc(COC(=O)c2cc(S(=O)(=O)N3CCOCC3)ccc2Cl)c1OC	i	i
O=C1NCCOC(=O)[C@H](Cc2ccc(F)cc2)CC/C=C/C[C@@H]1CC(=O)N(CCO)Cc1ccccc1	i	i
COc1ccccc1N1CCN(CCCN2CC(=O)N3CCCCC3C2=O)CC1 (configuration not stated)	i	i
Nc1c(N(Cc2ccccc2)C(=O)CCc2ccccc2)c(=O)[nH]c(=O)n1Cc1ccccc1	i	i
CCN1C/C(=C\c2cc(OC)c(OC)c(OC)c2)C2=NN(c3ccccc3)C(c3cc(OC)c(OC)c(OC)c3)C2C1 (configuration not stated)	i	i
CCN(CC)S(=O)(=O)c1ccc(N2CC(C(=O)NCc3ccc4c(c3)OCO4)CC2=O)cc1 (configuration not stated)	i	i
C#CCOCCOCCOCCNc1nc(N2CCN(C(=O)[C@H](CCCCN)n3cc([C@@H](N)[C@H](C)CC)nn3)CC2)nc(N2CCN(C(=O)[C@H](CCC(=O)O)n3cc([C@@H](N)CCCCN)nn3)CC2)n1	i	i
COc1ccccc1NC(=O)CN1CCN(c2ccc(F)cc2)CC1	i	i

One compound at a time (already shown):
C=CCn1c(SCC(=O)N2CC(C)OC(C)C2)nnc1-c1ccncc1 (configuration not stated) as listed: KCNK3 inh = i; ANO1 activ = i
C#CCOCCOCCOCCNc1nc(N2CCN(C(=O)[C@H](CCCCN)n3cc([C@@H](N)[C@H](C)CC)nn3)CC2)nc(N2CCN(C(=O)[C@H](CCC(=O)O)n3cc([C@@H](N)CCCCN)nn3)CC2)n1 as listed: KCNK3 inh = i; ANO1 activ = i
